Bioassay records as filed in PubChem BioAssay.
SR-BI DiI-HDL act – SR-BI HDL lipid transfer activation | CHO ldlA[mSR-BI] cells, DiI-HDL uptake fluorescence, 3 h; 100 = double the neutral-control signal | activation, % at 12.5 µM | 0.096% of 320,000 active | AID 504775;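 active = mean replicate activation of at least 60% and every replicate at or above 60%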;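 note: 0% = median plate neutral-control signal and 100% = twice that signal; values of inactives mirror those of a sister screen read the other way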
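System: LDL receptor-deficient CHO ldlA cells overexpressing murine SR-BI | Timing: 3 h uptake period with compound, 37 °C | Medium: HEPES-buffered (25 mM, pH 7.4) F12 plus 0.5% BSA | Dosing: Single-point compound dose | Signal: Bottom-read fluorescence, 550/595 nm | Read-out: Retained DiI signal reflecting DiI-HDL uptake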
dFosB activator – activators of mouse delta FosB homodimer | P13346 | purified delta FosB, TAMRA-CDK5 oligo fluorescence polarization; percent of positive-control signal above neutral wells | activation, % at 25 µM | 0.99% of 340,000 active;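 active = mean activation above about 17%, with every replicate also reaching it, limit read from the data, passing the limit was not always enough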;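 note: fluorescence polarization rise as delta FosB binds a TAMRA Cdk5 AP-1 oligo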
CAL PDZ FP-1 – blocks peptide binding to the human CAL PDZ domain; Q9HD26; purified CAL PDZ, TMR-peptide fluorescence polarization, 1 h; inhibition, % at 24.9 µM; 0.92% of 300,000 active; AID 602252;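 active = mean inhibition of at least 30% with at least half of replicates also reaching 30%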;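 note: 0% = DMSO neutral control and 100% = excess unlabeled competitor peptide PRC23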
NSD2 inh – blocks human histone methyltransferase NSD2. NSD2 peptide methylation, AlphaScreen, 120 min. AID 743445. inhibition, % at 12.5 µM. 0.54% of 310,000 active. O96028; in the data active = inhibition above about 50%
Target sequence (O96028 whole entry, looked up): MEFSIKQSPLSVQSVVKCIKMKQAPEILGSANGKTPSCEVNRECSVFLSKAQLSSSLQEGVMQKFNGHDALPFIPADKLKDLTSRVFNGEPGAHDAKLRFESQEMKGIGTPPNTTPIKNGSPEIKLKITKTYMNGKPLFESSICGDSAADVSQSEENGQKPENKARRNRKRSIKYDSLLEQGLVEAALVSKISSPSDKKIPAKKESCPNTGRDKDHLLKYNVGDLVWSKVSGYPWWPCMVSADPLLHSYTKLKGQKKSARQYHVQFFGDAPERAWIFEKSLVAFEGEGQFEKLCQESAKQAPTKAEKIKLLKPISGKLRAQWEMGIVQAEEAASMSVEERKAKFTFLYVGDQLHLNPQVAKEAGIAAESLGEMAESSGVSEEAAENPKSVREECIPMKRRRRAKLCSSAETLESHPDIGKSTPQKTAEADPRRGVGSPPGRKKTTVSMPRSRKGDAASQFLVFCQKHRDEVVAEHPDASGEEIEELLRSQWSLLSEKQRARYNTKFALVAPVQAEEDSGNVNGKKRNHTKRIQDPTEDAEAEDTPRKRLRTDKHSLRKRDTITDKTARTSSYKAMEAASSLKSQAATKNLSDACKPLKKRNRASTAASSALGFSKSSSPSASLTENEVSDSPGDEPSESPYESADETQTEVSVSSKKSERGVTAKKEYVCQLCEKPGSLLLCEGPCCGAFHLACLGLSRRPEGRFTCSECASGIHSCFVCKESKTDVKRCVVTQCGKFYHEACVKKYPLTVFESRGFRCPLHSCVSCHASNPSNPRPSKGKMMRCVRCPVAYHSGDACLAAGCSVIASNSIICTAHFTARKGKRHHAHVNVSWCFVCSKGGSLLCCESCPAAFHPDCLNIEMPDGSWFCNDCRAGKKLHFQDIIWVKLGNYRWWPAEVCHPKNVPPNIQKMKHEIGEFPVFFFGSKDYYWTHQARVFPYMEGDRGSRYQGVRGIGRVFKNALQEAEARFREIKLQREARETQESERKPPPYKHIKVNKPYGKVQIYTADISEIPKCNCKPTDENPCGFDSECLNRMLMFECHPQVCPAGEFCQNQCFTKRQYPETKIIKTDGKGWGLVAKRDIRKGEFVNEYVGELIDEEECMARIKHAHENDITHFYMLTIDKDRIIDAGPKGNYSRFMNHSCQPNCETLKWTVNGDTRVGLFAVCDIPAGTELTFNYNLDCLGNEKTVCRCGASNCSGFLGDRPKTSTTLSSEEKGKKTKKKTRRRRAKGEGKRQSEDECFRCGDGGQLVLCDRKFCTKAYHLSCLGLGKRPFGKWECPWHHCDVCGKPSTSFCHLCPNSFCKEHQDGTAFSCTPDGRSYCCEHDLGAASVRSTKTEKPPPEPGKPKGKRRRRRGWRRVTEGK
PvdQ acylase – P. aeruginosa PvdQ acylase inhibition; purified PvdQ acylase, fluorescence plate reader; inhibition, % at 10 µM; 0.063% of 340,000 active; AID 488965; in the data active = inhibition above about 30%, passing the limit was not always enough;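 note: 0% = vehicle neutral wells and 100% = reference inhibitor wells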
PfHsp90 set2 – inhibits growth of yeast expressing Plasmodium falciparum Hsp90 | S. cerevisiae expressing PfHsp90, BacTiter-Glo ATP, 48 h; yeast lacking PDR1 and PDR3 efflux regulators | inhibition, % at 9.4 µM | 0.32% of 310,000 active | AID 504621;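 active = every replicate shows inhibition above about 80%, whatever the replicate mean, limit read from the data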;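 note: 0% = DMSO neutral controls and 100% = 20 µM radicicol positive controls; yeast relying on Plasmodium falciparum Hsp90 in place of its own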
CAL PDZ FP-2 – inhibitors of human CAL PDZ peptide binding; Q9HD26; purified CAL PDZ, TMR-peptide fluorescence polarization, 1 h; inhibition, % at 20 µM; 0.02% of 330,000 active; AID 504414;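 active = highest replicate inhibition of at least 40%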;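 note: plate controls were DMSO neutral control wells for no effect and unlabeled competitor peptide control wells for full effect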
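Control set: unlabelled peptide and DMSO controls / Material: purified CerCALP PDZ construct / Timing: 1 h incubation at room temperature before polarization reading / Doses: 20 µM, one dose / Detection: fluorescence polarization (mP)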
Rtt109 HAT inh – blocks Candida albicans Rtt109/Vps75 acetyltransferase activity; Q5AAJ8; purified Rtt109/Vps75, ThioGlo CoA-SH fluorescence, 4 h; inhibition, % at 34.9 µM; 0.16% of 330,000 active;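 active = inhibition of at least 50% in every replicate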
MITF TRPM1 HTS – increases MITF-driven TRPM1 promoter luciferase signal. 0.75% of 300,000 active. SK-MEL-5 TRPM1-promoter luciferase, 24 h; % of positive control, neutral wells = 0. activation, % at 12.5 µM;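 active = mean activation of at least 80% with every replicate also reaching 80%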;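 note: 0% = neutral control wells and 100% = parthenolide positive control wells; values of inactives mirror those of a sister screen read the other way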
SR-BI DiI inh – blocks mouse SR-BI lipid uptake from DiI-HDL; ldlA[mSR-BI] CHO cells, DiI-HDL uptake fluorescence, 3 h; Q61009; 0.96% of 320,000 active; inhibition, % at 12.5 µM;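 active = mean replicate inhibition of at least 70% and a set share of replicates each scoring 70 or more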;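 note: 0% = median of neutral control wells and 100% = median of positive control wells; values of inactives mirror those of a sister screen read the other way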
The depositor's hits bear a star; . = no result given.

Sample of the layout (6 entries):
| cpd | SR-BI DiI-HDL act | dFosB activator | CAL PDZ FP-1 | NSD2 inh | PvdQ acylase | PfHsp90 set2 | CAL PDZ FP-2 | Rtt109 HAT inh | MITF TRPM1 HTS | SR-BI DiI inh | SMILES |
| --- | --- | --- | --- | --- | --- | --- | --- | --- | --- | --- | --- |
| 1 | -8 | -1 | -3 | 1 | -12 | 2 | -0.3 | -7 | . | 8 | Cc1ccc(NCC(=O)Nc2ccc(Br)cc2)cc1C |
| 2 | 8 | -1 | 1 | -2 | -17 | -15 | -1.2 | 8 | -9 | -8 | O=C1OCCC1Sc1nnc(-c2cccc(Br)c2)o1 (stereo unspecified) |
| 3 | -11 | 4 | -3 | . | 5 | 14 | -0.5 | -2 | 3 | 11 | O=C(NC1CC1)C1=C[C@H](C2CCCCC2)C[C@H](OCc2ccc(CO)cc2)O1 |
| 4 | -2 | -7 | -3 | 6 | -7 | -19 | -2.2 | 5 | -9 | 2 | CN(C)c1nc(N)c([N+](=O)[O-])c(N2CCCCCC2)n1 |
| 5 | 21 | -5 | -1 | -4 | 10 | -7 | -0.6 | 0 | -2 | -21 | Cc1ccccc1OCCC(=O)NCCc1ccc(S(N)(=O)=O)cc1 |
| 6 | . | -2 | -3 | -4 | 2 | 1 | -1.5 | -4 | 3 | -2 | C[C@@H](C(=O)Nc1cccnc1)n1c(=O)[nH]c2ccccc2c1=O |

This part in full, previewed entries included:
| cpd | SR-BI DiI-HDL act | dFosB activator | CAL PDZ FP-1 | NSD2 inh | PvdQ acylase | PfHsp90 set2 | CAL PDZ FP-2 | Rtt109 HAT inh | MITF TRPM1 HTS | SR-BI DiI inh | SMILES |
| --- | --- | --- | --- | --- | --- | --- | --- | --- | --- | --- | --- |
| 1 | -8 | -1 | -3 | 1 | -12 | 2 | -0.3 | -7 | . | 8 | Cc1ccc(NCC(=O)Nc2ccc(Br)cc2)cc1C |
| 2 | 8 | -1 | 1 | -2 | -17 | -15 | -1.2 | 8 | -9 | -8 | O=C1OCCC1Sc1nnc(-c2cccc(Br)c2)o1 (stereo unspecified) |
| 3 | -11 | 4 | -3 | . | 5 | 14 | -0.5 | -2 | 3 | 11 | O=C(NC1CC1)C1=C[C@H](C2CCCCC2)C[C@H](OCc2ccc(CO)cc2)O1 |
| 4 | -2 | -7 | -3 | 6 | -7 | -19 | -2.2 | 5 | -9 | 2 | CN(C)c1nc(N)c([N+](=O)[O-])c(N2CCCCCC2)n1 |
| 5 | 21 | -5 | -1 | -4 | 10 | -7 | -0.6 | 0 | -2 | -21 | Cc1ccccc1OCCC(=O)NCCc1ccc(S(N)(=O)=O)cc1 |
| 6 | . | -2 | -3 | -4 | 2 | 1 | -1.5 | -4 | 3 | -2 | C[C@@H](C(=O)Nc1cccnc1)n1c(=O)[nH]c2ccccc2c1=O |
| 7 | -1 | 4 | -4 | 1 | -11 | -9 | -2.4 | -3 | 5 | 1 | O=C(NC1CC(=O)N(c2ccccc2)C1)C1CC1 (stereo unspecified) |
| 8 | 13 | -9 | 0 | 0 | -5 | 39 | -0.4 | -4 | -1 | -13 | CC(C)(C)c1nc2scc(-c3cccs3)c2c(=O)o1 |
| 9 | 7 | -4 | -5 | -8 | -14 | 27 | -0.1 | -2 | -2 | -7 | Cc1onc(-c2ccccc2)c1-c1n[nH]c(=S)n1-c1ccc(C(=O)O)cc1 |
| 10 | 11 | 3 | -2 | -1 | -7 | -20 | -0.6 | -11 | 10 | -11 | COc1ccc(C(=O)NCCSc2ccc(C)cc2)cc1 |
| 11 | 15 | -7 | -1 | 34 | -14 | -16 | 0.9 | 1 | 3 | -15 | COc1cc(NS(=O)(=O)c2ccc(Nc3nc(-c4ccccc4)cs3)cc2)nc(OC)n1 |
| 12 | 1 | -1 | . | . | -18 | 31 | -0.5 | -4 | -7 | -1 | COc1ccc(N2CCN(C(=O)c3ccc(CS(=O)(=O)c4ccc(OC)cc4)o3)CC2)cc1 |
| 13 | 10 | 0 | -2 | -2 | -3 | -3 | -1.3 | -8 | 10 | -10 | CC(C(=O)Nc1cccc(S(=O)(=O)N2CCOCC2)c1)N1CCN(C)CC1 (stereo unspecified) |
| 14 | 19 | -10 | -3 | 2 | 16 | 11 | -3.9 | 22 | . | -19 | CCCCOc1ccc(S(N)(=O)=O)cc1 |
| 15 | 30 | 4 | . | 2 | -6 | 8 | -0.7 | 3 | 33 | -30 | CC(C)(C)CNC(CO)C12CC3CC(CC(C3)C1)C2 (stereo unspecified) |
| 16 | . | -11 | -21 | 1 | 1 | -7 | -2.5 | . | 65 | 29 | COc1ccc(C(=O)COC(=O)c2ccccc2O)c(OC)c1 |
| 17 | . | -1 | -4 | -7 | -9 | -1 | -2.0 | 3 | 5 | . | O=S(=O)(NC1CCCCC1)c1cccs1 |
| 18 | -65 | -5 | 0 | 0 | -5 | 5 | -1.6 | 3 | -9 | 65 | COc1ccc(CCNC(=O)c2oc3ccc(S(=O)(=O)N4CCOCC4)cc3c2C)cc1OC |
| 19 | 12 | -7 | -5 | -1 | -4 | -7 | -0.3 | -20 | -1 | -12 | O=C(/C=C/c1cccs1)c1ccco1 |
| 20 | -1 | 0 | -5 | -3 | 1 | -17 | -1.6 | 10 | 59 | 1 | CC(=O)Nc1cccc(NC(=O)COc2ccc3c(c2)CCC3)c1 |
| 21 | 2 | -18 | 0 | 0 | -14 | -7 | -0.3 | 6 | 0 | -2 | C=CCn1c(SCC(=O)c2ccccc2)nnc1-c1cc2ccccc2o1 |
| 22 | 3 | 2 | -2 | -1 | -5 | -24 | -0.9 | -5 | 9 | -3 | O=C(Nc1ccccc1)/C(=C/c1ccc([N+](=O)[O-])cc1)NC(=O)c1ccccc1 |
| 23 | -14 | -3 | 0 | 2 | -4 | 101* | -1.2 | -8 | -10 | 14 | Cc1nnc(C)n1/N=C/c1cc(Br)cc(Br)c1O |
| 24 | -1 | 1 | . | -1 | -12 | 22 | 0.4 | -10 | -5 | 1 | COc1ccccc1OCCNC(=O)c1cc([N+](=O)[O-])cc([N+](=O)[O-])c1 |
| 25 | 19 | -14 | -1 | -3 | 4 | -18 | -0.8 | 1 | 50 | -19 | Cc1ccc(OCc2cc(C(=O)N3CCC(c4ccccc4Cl)C3)no2)cc1C (stereo unspecified) |
| 26 | -10 | -4 | -4 | 1 | -16 | 11 | -1.1 | -2 | 7 | 10 | Cc1cc(C)c2oc(C(=O)N3CCN(Cc4ccccc4)CC3)cc(=O)c2c1 |
| 27 | 2 | -19 | 5 | 1 | -9 | -16 | -2.9 | -2 | -6 | -2 | S=c1[nH]nc(COc2ccccc2)n1/N=C/c1ccccc1Cl |
| 28 | -3 | -2 | -7 | 2 | -8 | 18 | . | 0 | 7 | 3 | O=C(O)C1CC(=O)N(c2ccc(OCc3ccc(Cl)cc3Cl)cc2)C1 (stereo unspecified) |
| 29 | 33 | -7 | -2 | 2 | -1 | 23 | 0.5 | 0 | 10 | -33 | COCCCNCCCCOc1ccccc1-c1ccccc1 |
| 30 | -64 | -12 | 3 | . | -11 | -2 | -2.1 | 0 | 0 | 64 | CC[C@]12c3[nH]c4ccc(OC)cc4c3CCN1C(=O)C(CC(=O)NCc1cccc(C(F)(F)F)c1)C[C@@H]2C(=O)N1CCN(C(=O)c2ccco2)CC1 (stereo partly specified) |
| 31 | . | 1 | 65* | 0 | -15 | -7 | -2.4 | -5 | 18 | . | CCn1cc(C2=NC(CC(C)C)CO2)c2ccccc21 (stereo unspecified) |
| 32 | . | 2 | 3 | 1 | -1 | -3 | 0.6 | 0 | -6 | . | Cc1cccc(NS(=O)(=O)c2ccc3[nH]c(=O)cc(C(=O)O)c3c2)c1 |
| 33 | 22 | 29* | -3 | -2 | -2 | -17 | -1.3 | 11 | 0 | -22 | Cc1ccc(NC(=O)Cn2nnc(C(=O)NCCc3ccccc3)c2N)c(C)c1 |
| 34 | 5 | -8 | -2 | 4 | -14 | 20 | -0.3 | 1 | -64 | -5 | O=S(=O)(c1ccc(F)cc1)c1snnc1-c1ccccc1 |
| 35 | -31 | -10 | -7 | . | 2 | -5 | -0.3 | 8 | . | 31 | CCOC(=O)c1c(NC(=O)CS(=O)(=O)c2cn(CC)c3ccccc23)sc2c1CCCCC2 |
| 36 | -15 | -3 | -3 | 4 | -2 | -12 | -0.5 | -1 | -1 | 15 | Fc1ccc(C(c2nnnn2C2CCCC2)N(Cc2ccco2)CC2CCCO2)cc1 (stereo unspecified) |
| 37 | 4 | 17* | -3 | -2 | -2 | 9 | -1.0 | -1 | -5 | -4 | Cc1ccc(CNC(=O)C(=O)NCC2OCCN2C(=O)c2ccc3c(c2)OCO3)cc1 (stereo unspecified) |
| 38 | 22 | -4 | 0 | -3 | -16 | 10 | -1.8 | . | 3 | -22 | CC(C)CC(=O)NC(=S)Nc1ccc(F)cc1F |
| 39 | 10 | -2 | -2 | -1 | -15 | -12 | -0.4 | 1 | 10 | -10 | CCOC(=O)N1CCN(C(=O)C2CCN(S(=O)(=O)c3cc(OC)ccc3OC)CC2)CC1 |
| 40 | 19 | -2 | -4 | -3 | -3 | 3 | -2.5 | -6 | 4 | -19 | CC(C)C[C@H](NC(=O)N1CC(=O)Nc2ccccc21)C(=O)N1CCC(C(=O)O)CC1 |
| 41 | -16 | -1 | -2 | 4 | 8 | 11 | -0.2 | 3 | -9 | 16 | CC1(C)Cc2c(C#N)c(OCC(=O)c3ccc(Cl)cc3)nc(-c3ccoc3)c2CO1 |
| 42 | -1 | -8 | 0 | -5 | 2 | -38 | -0.8 | -25 | 69 | 1 | Cc1ccn2c(C(=O)CSc3ccccc3)c(C)nc2c1 |
| 43 | -17 | -1 | 2 | -1 | 6 | 11 | 1.0 | -8 | 6 | 17 | Cc1cc(SCC(=O)N(C)CC(=O)Nc2ccc(F)cc2)nc2ccccc12 |
| 44 | 8 | -34 | -2 | . | -11 | -9 | -0.3 | -13 | 1 | -8 | O=c1oc2ccccc2c2c1cnc1ccccc12 |
| 45 | 1 | -5 | -4 | 21 | -7 | -8 | . | -3 | -2 | -1 | COc1ccc(Oc2cn[nH]c2-c2ccc(OCC(=O)NN)cc2O)cc1 |
| 46 | -8 | 4 | -4 | 0 | -10 | 11 | -1.7 | 4 | -4 | 8 | Cc1nn(Cc2ccccc2)c(Cl)c1/C=C/C(=O)OC(C)C(=O)N1CCCC1 (stereo unspecified) |
| 47 | 8 | -9 | . | 8 | -6 | -16 | -0.6 | 0 | -11 | -8 | Cc1cc(SCNC(=O)c2ccccc2)nc(C(C)C)n1 |
| 48 | -18 | -8 | 1 | 11 | -14 | 16 | 0.5 | 0 | -8 | 18 | Cc1cc(C)nc(N/N=C/c2cn[nH]c2-c2ccccc2)n1 |
| 49 | 20 | -1 | -3 | -1 | 9 | 10 | -0.7 | -5 | -16 | -20 | Cc1ccc(NC(=O)CCNS(=O)(=O)c2ccccc2)c(C(=O)c2ccccc2)c1 |
| 50 | -61 | -11 | -3 | 8 | -9 | -4 | -7.0 | 10 | 17 | 61 | O=C(N/N=C/c1cccs1)c1cccc(NC(=O)c2ccccc2Cl)c1 |
| 51 | -1 | -4 | -1 | -1 | 3 | 2 | -3.2 | 31 | -4 | 1 | O=C(CNC(=O)c1ccncc1)Nc1ccc(F)c(F)c1 |
